JMJD2A Tudor inh – qHTS Assay for Inhibitors of JMJD2A-Tudor Domain. AlphaScreen JMJD2A-Tudor / H3K4me3 peptide binding. Potency, µM (series often up to 114 µM), for inactives: top-dose activity change, negative = inhibition, hits mostly inhibitors. actives 4.4% (n = 390,000). AID 504339, 2011; also: % is scaled to controls: 0 for no effect and ±100 for the full control effect; nearly all actives have a fitted effect of over 50% in size
G9a inh – qHTS Assay for Inhibitors of Histone Lysine Methyltransferase G9a; Histone-lysine N-methyltransferase EHMT2 (Homo sapiens), Q96KQ7; G9a H3K9 monomethylation, AlphaScreen, 2 h; Potency, µM (titrated, usually from 102 µM), for the others: at the highest dose activity, negative = inhibition, hits mostly inhibitors; actives 8.8% (n = 350,000); also: % is scaled to controls: 0 for no effect and ±100 for the full control effect; nearly all actives have a fitted effect of over 75% in size
Target sequence (Q96KQ7 913-1193 limits assumed): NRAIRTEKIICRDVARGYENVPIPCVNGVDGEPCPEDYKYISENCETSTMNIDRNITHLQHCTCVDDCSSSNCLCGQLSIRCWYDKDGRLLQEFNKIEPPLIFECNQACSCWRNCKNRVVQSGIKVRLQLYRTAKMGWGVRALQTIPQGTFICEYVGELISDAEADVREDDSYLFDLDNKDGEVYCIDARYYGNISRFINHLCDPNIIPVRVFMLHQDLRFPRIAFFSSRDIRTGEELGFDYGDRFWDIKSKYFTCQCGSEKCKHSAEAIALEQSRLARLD
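Readings reflect AlphaScreen signal from monomethyl-H3K9 antibody detection. HMT at 20 nM; substrate b-H3K9 500 nM; cofactor SAM 20 uM; 2 h RT reaction; compounds tested as titrations in qHTS with 15 min preincubation.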
BLM inh – qHTS Assay for Inhibitors of Bloom's syndrome helicase (BLM) | RecQ-like DNA helicase BLM (Homo sapiens), P54132 | Potency, µM (titrated, usually from 56.1 µM), without a hit: top-dose activity change, negative = inhibition, most hits filed as inhibitors | actives 0.2% (n = 350,000) | recombinant BLM DNA unwinding, fluorescence dequenching | AID 2528, 2010;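 also: plate controls were vehicle for no effect and no enzyme for full effect; nearly all actives have a fitted effect of over 35% in size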
POLB inh – qHTS Assay for Inhibitors of DNA Polymerase Beta | P06746 | Pol beta primer extension/strand displacement, fluorescence kinetic | Potency, µM (top dose mostly 114 µM), without a hit: at the top dose activity change, negative = inhibition, most hits filed as inhibitors | actives 1.3% (n = 340,000) | AID 485314, 2010; also: % is scaled to controls: 0 for no effect and ±100 for the full control effect
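Values derive from four-parameter Hill fits of normalized kinetic data: reads at 0 and 10 min following addition of 50 nM substrate to 10 nM Pol beta preincubated 15 min with compound.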
Pol kappa inh – qHTS for Inhibitors of Polymerase Kappa | purified Pol kappa, fluorescent DNA synthesis assay, 10 min | actives 0.53% (n = 400,000) | DNA polymerase kappa (Homo sapiens), Q9UBT6 | Potency, µM (top dose mostly 107 µM), for inactives: at the highest dose activity, negative = inhibition, most hits filed as inhibitors; also: % is scaled to controls: 0 for no effect and ±100 for the full control effect
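Enzyme at 10 nM met test compounds for 15 min at room temperature. Substrate addition (50 nM final) began the reaction, which was monitored by fluorescence at 0 and 10 min.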
APE1 inh – qHTS Assay for Inhibitors of the Human Apurinic/apyrimidinic Endonuclease 1 (APE1); recombinant APE1, TAMRA/BHQ-2 abasic DNA cleavage fluorescence; Potency, µM (titrated, usually from 65.8 µM), inactives show at the top dose activity change, negative = inhibition, usual class: inhibitors; actives 0.35% (n = 350,000);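 also: plate controls were vehicle for no effect and reference inhibitor for full effect; nearly all actives have a fitted effect of over 55% in size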
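Compound pre-exposure to 0.75 nM APE1, 15 min at ambient temperature. Reaction initiated with 50 nM TAMRA/BHQ-2 THF substrate, read immediately in kinetic mode, 525 nm excitation, 598 nm emission.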
BAZ2B block – qHTS Assay for Inhibitors of BAZ2B | AlphaScreen BAZ2B-H3K14Ac peptide displacement | actives 4.4% (n = 360,000) | AID 504333, 2011 | Potency, µM (top dose mostly 114 µM), inactives show top-dose activity change, negative = inhibition, usual class: inhibitors | Bromodomain adjacent to zinc finger domain protein 2B (Homo sapiens), Q9UIF8; also: % is scaled to controls: 0 for no effect and ±100 for the full control effect; nearly all actives have a fitted effect of over 60% in size
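BAZ2B 50 nM plus b-H3(5-23)K14Ac 50 nM, PBS pH 7.4/0.01% Tween-20, 30 min RT; compound added (max 110 uM), 30 min RT; streptavidin donor/Ni-chelate acceptor beads 10 ug/mL final, 20 min dark; AlphaScreen read.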
POLI inh – qHTS for Inhibitors of Polymerase Iota; Potency, µM (series often up to 115 µM), without a hit: at the highest dose activity, negative = inhibition, actives largely listed as inhibitors; Pol iota fluorescent replication assay, 10 min; DNA polymerase iota (Homo sapiens), Q9UNA4; actives 1% (n = 390,000); AID 588590, 2011
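Pol iota at 10 nM preincubated 15 min with compounds at room temperature; reaction started with fluorescent substrate, 50 nM final. Fluorescence read kinetically at 0 and 10 min; buffer-only wells as negative control.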
Pol eta inh – qHTS for Inhibitors of Polymerase Eta; DNA polymerase eta (Homo sapiens), Q9Y253; recombinant Pol eta, fluorescent DNA replication assay; Potency, µM (series often up to 114 µM), for the others: top-dose activity change, negative = inhibition, hits mostly inhibitors; actives 1.2% (n = 390,000); AID 588591, 2011; also: % is scaled to controls: 0 for no effect and ±100 for the full control effect
Target sequence (Q9Y253 whole entry, looked up): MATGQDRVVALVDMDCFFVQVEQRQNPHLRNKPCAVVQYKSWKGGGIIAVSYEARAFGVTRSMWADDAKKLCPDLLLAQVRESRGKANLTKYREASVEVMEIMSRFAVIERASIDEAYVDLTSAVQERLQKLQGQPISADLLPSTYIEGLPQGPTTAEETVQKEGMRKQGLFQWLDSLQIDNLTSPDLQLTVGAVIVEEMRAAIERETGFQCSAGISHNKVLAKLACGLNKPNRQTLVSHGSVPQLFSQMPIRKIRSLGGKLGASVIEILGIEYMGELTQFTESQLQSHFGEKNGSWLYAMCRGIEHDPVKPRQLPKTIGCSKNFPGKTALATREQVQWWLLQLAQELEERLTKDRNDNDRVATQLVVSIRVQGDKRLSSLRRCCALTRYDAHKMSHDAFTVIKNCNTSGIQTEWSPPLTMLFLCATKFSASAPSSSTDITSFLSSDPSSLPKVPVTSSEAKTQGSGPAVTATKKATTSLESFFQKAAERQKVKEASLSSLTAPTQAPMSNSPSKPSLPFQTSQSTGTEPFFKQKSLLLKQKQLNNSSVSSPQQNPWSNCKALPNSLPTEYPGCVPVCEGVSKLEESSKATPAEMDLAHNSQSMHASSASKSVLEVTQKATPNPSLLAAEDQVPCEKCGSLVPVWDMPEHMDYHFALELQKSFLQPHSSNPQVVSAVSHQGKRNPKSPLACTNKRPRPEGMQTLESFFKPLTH
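Fluorescent replication assay: 50 nM final substrate added after a 15 min room-temperature compound preincubation with 10 nM enzyme. Signal taken at 0 min and again at 10 min.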
Starred values were filed as active, the others as inactive; ? = inconclusive; . = not tested or not shown; [ ] = another dose, or the depositor's remark. Calls follow the shape of the dose curve; as a rule, active = well fitted curve in the direction sought with a large enough effect; inconclusive = small, poorly fitted or top-dose-only effect, or another doubt; inactive = no such curve, though single readings can be large; an effect the other way counts as inactive or inconclusive. Potency is read from the fitted curve at half-maximal effect. Some of the compounds tested. The share of hits here may be higher or lower than overall.

SMILES	JMJD2A Tudor inh	G9a inh	BLM inh	POLB inh	Pol kappa inh	APE1 inh	BAZ2B block	POLI inh	Pol eta inh
CSc1ccccc1NC(=O)c1ccc(N2CCCC2=O)cc1	-3%	-3%[12.7 µM]	.	.	-5%	10%	9%	-16%	-12%
COc1ccc(NS(=O)(=O)c2cccc(C(=O)N/N=C(\C)c3ccncc3)c2)cc1	-9%	0%[59 µM]	0%	41%	2%	?	5%	104%[activator]	-9%
CC1CC(=O)C2=C(C1)Nc1ccccc1N=C2 (stereo not given)	-15%	1%	-1%	1%	-4%	3%	6%	?	1%
Cc1ccc(N2CCN(C(=S)Nc3ccccc3C)CC2)cc1	-4%	1%[0.501 µM]	-4%	28%	-9%	16%	10%	6%	4%
CCOC(=O)Cc1nnc2c(Nc3ccccc3F)nc3nonc3n12	-14%	11%[12.7 µM]	-2%	-14%	-3%	1%	6%	-6%	-18%
C[N+]1(CC(=O)OCCCC2CCCCC2)CCCC1	?	56µM*	1%	6%	-23%	-5%	-25%	63%[activator]	0%
Cc1ccc(C(=O)NCc2ccco2)cc1[N+](=O)[O-]	-23%	-4%[59 µM]	-1%	-24%	-14%	10%	-6%	18%	12%
CC(Nc1nc(N2CCN(CCO)CC2)nc2ccccc12)c1ccccc1 (stereo not given)	-11%	-26%	-5%	1%	-16%	2%	0%	86%[activator]	-2%
Cc1ccc(NC(=O)Cn2nc(C(F)(F)F)c3c2CCC3)cc1C	4%	8%[59 µM]	1%	-1%	-3%	.	0%	16%	-17%
Cn1c(=O)n(CCN2CCOCC2)c(=O)c2c1nc1n2CCCN1c1ccccc1	.	-26%	8%	8%	.	4%	-26%	.	.
Cc1cccc(C(=O)Nc2sc3c(c2C(=O)Nc2ccccc2)CCC3)c1	-4%	10%[59 µM]	-2%	5%	0%	.	1%	12%	-16%
CN(Cc1ccccc1)C(=O)COC(=O)c1cc(=O)[nH]c2ccccc12	-7%	.	.	.	-12%	26%	.	21%	-19%
COc1ccc(-c2nc3n(c(=O)c2C#N)CCS3)c(OC)c1	5%	19%	-2%	20%	7%	26%	-2%	46%[activator]	-5%
COc1ccccc1NC(=O)CSCC(=O)N1c2ccccc2CCc2ccccc21	-25%	8%[59 µM]	-8%	-6%	-11%	10%	-6%	-20%	-7%
COc1ccc(CCNC(=O)COc2nncc3ccccc23)cc1	-2%	14%	3%	64%[activator]	-6%	1%	.	107%[activator]	-3%
O=C(Oc1ccc2c(c1)OCO2)C12CC3CC(CC(C3)C1)C2	30%	22%	-2%	?	-1%	3%	19%	5%	-28%
COc1ccc2cc(C(=O)C3CCCN(C(=O)C4=NN(C)C(=O)CC4)C3)ccc2c1 (stereo not given)	-13%	-2%	2%	33%	-2%	-5%	-3%	47%[activator]	-17%
COc1cc2c(cc1OC)CN(CCC(=O)c1ccc(Br)cc1)CC2	?	14µM*	-2%	-9%	-13%	?	-23%	?	-3%
O=C(CSc1nc2ccccc2c(=O)n1CCC(=O)NC1CCCCC1)Nc1ccccc1Cl	-16%	4%[59 µM]	0%	-18%	-6%[60.1 µM]	.	1%	2%	0%
CC(=O)Nc1ccc(NC(=O)CSc2nnc(-c3ccco3)o2)cc1	-1%	-24%	1%	-13%	-1%	5%	-3%	15%	-4%
CCCC(C(=O)NCCC(C)C)N(Cc1ccc(OC)cc1)C(=O)c1snc(C(N)=O)c1N (stereo not given)	-1%	32%[59 µM]	-6%	1%	-5%	-2%	0%[0.457 µM]	16%	-21%
NNC(=O)C1CC(O)CN1S(=O)(=O)c1ccc(Cl)cc1 (stereo not given)	4%	2%	-3%	0%	-6%	?	-2%	61%[activator]	-11%
COC(=O)/C=C/C(=O)NCc1ccco1	-5%	-5%	-3%	8%	1%	0%	-4%	?	-3%
CC(=O)N1CCN(C(=S)c2ccc([N+](=O)[O-])cc2)CC1	?	22µM*	-3%	1%	-5%	4%	-2%	8%	-1%
O=C(COC(=O)Cc1ccccc1[N+](=O)[O-])NCc1ccccc1Cl	-13%	19%[59 µM]	2%	61%	-6%	2%	3%	43%[activator]	0%
CC1(C)N=C(N)NC(Nc2ccc(Br)cc2)=N1	-14%	50%[12.7 µM]	6%	44%	3%	3%	-6%	3%	-10%
Cc1ccc(CN2CCN(CC(=O)NCCCN3CCN(c4ccc(F)cc4)CC3)C2=O)cc1	-31%	-8%	1%	6%	-6%	0%	-36%	6%	-9%
CC1(C)CC(=O)C=C(CN2C(=O)c3ccccc3C2=O)C1=O	-5%	22%[2.33 µM]	.	.	7%	23%	10%	35%[activator]	-4%
Cc1cc(C(=O)COC(=O)CC2Sc3ccccc3NC2=O)c(C)n1-c1ccc(Br)cc1 (stereo not given)	-27%	56µM*	-10%	-1%	-10%	1%	-39%	-19%	0%
CCN(CC(=O)Nc1ccc(S(N)(=O)=O)cc1)S(=O)(=O)c1cc(C)ccc1OC	1%	12%[59 µM]	-2%	-7%	-12%	-5%	13%	16%	?
CC1(C)CC(=O)C(CCC(=O)c2ccccc2)C(C)(C)N1 (stereo not given)	3%	-5%	-1%	69%	0%	11%	0%	-2%	-11%
CC(=O)n1cc([C@H]2C=C(C(=O)NCc3ccccc3)O[C@@H](OCc3ccc(CO)cc3)C2)c2ccccc21	-30%	15%[12.7 µM]	2%	-25%	-11%	?	1%	39%	-3%
COCCn1c(SC(C)C(=O)Nc2ccc(N3CCOCC3)cc2)nnc1-c1ccncc1 (stereo not given)	-15%	-34%[59 µM]	.	.	-7%	8%	11%	20%	-13%
O=C(c1ccccc1)N1CCN(c2ccc(N3CCOCC3)nn2)CC1	-13%	-6%	.	.	1%	8%	-1%	27%	0%
COc1ccc2c(c1OC)C(=O)N1C2SC[C@H]1C(=O)NC1CC(C)(C)NC(C)(C)C1 (stereo not given in full)	-16%[11.4 µM]	2%[59 µM]	2%	-6%	-10%	15%	-1%	12%	-4%
CCn1ncc(Br)c1C(=O)Nc1ccccc1C(F)(F)F	-3%	29%	-3%	0%	-6%	39%	4%	-10%	-9%
O=C(COc1ncnc2ccccc12)NCCc1ccccc1	-2%	8%	0%	4%	7%	-4%	5%	66%[activator]	-4%
Cc1ccc(C(=O)N2CCN(c3ccccn3)CC2)cc1	-9%	-3%	0%	1%	-3%	1%	-6%	3%	4%
CCOCC(=O)Nc1nnc(C2CCCCC2)s1	-15%	?	2%	0%	2%	3%	7%	-1%	6%
COc1ccc(Cl)cc1-n1c(N)c(C(N)=O)sc1=S	?	8.9µM*	-1%	20%	0%	-5%	-2%	-5%	-13%
Brc1ccc(-c2nc(-c3ccccn3)no2)o1	-9%	3%[12.7 µM]	-1%	1%	-4%	-1%	4%	7%	-14%
COc1cc(Cl)ccc1OCc1cc(C(=O)N2CCN(c3ccccn3)CC2)no1	-23%	5%	-10%	-10%	-23%	-14%	-22%	9%	-27%
COC(=O)C1=C(NC(=O)c2cccc(OC)c2)CCS1	-19%	39%[12.7 µM]	-1%	5%	-10%	17%	-1%	13%	-6%
COCCCNC(=O)c1cc(C(=O)c2ccccc2Br)c[nH]1	-5%	2%	-1%	1%	-6%	-4%	-1%	?	-9%
CN(CCOc1ccc(-c2ccn(S(=O)(=O)c3ccc(Cl)cc3)n2)cc1)c1ccccn1	-11%	15%[12.7 µM]	-9%	11%	-5%	-4%	-10%	27%	-12%
CC1(C)CC(=O)c2c(O)cc(OCc3ccc(Br)cc3)cc2O1	93%[activator]	59%[activator]	-6%	-1%	5%	2%	46%[activator]	2%	-15%
CN1C(=O)CC(N2CCN(c3ccccc3)CC2)C1=O (stereo not given)	-9%	.	.	.	-6%	.	.	6%	-6%
CCc1nn(CC(=O)NCCCN(C)Cc2ccccc2)c(=O)c2cc3sc(C)cc3n12	-25%	.	-10%	3%	-5%	-14%	-4%	0%	-25%
Cc1ccc(S(=O)(=O)NC(C)C(=O)Nc2cccc([N+](=O)[O-])c2)cc1 (stereo not given)	-15%	?	-5%	0%	-8%	?	-24%	136%[activator]	-5%
CN1C[C@H]2CON(C)[C@H]2C[C@H]1c1cccc(-c2ccccc2)c1	-10%	.	.	.	4%	.	.	32%[activator]	-23%

Laid out differently: results already given.
molecule | JMJD2A Tudor inh | G9a inh | BLM inh | POLB inh | Pol kappa inh | APE1 inh | BAZ2B block | POLI inh | Pol eta inh
O=C(CSc1nc2ccccc2c(=O)n1CCC(=O)NC1CCCCC1)Nc1ccccc1Cl | -16% | 4%[59 µM] | 0% | -18% | -6%[60.1 µM] | . | 1% | 2% | 0%
COCCCNC(=O)c1cc(C(=O)c2ccccc2Br)c[nH]1 | -5% | 2% | -1% | 1% | -6% | -4% | -1% | ? | -9%
CCN(CC(=O)Nc1ccc(S(N)(=O)=O)cc1)S(=O)(=O)c1cc(C)ccc1OC | 1% | 12%[59 µM] | -2% | -7% | -12% | -5% | 13% | 16% | ?
Cn1c(=O)n(CCN2CCOCC2)c(=O)c2c1nc1n2CCCN1c1ccccc1 | . | -26% | 8% | 8% | . | 4% | -26% | . | .

(cont.)
SMILES	JMJD2A Tudor inh	G9a inh	BLM inh	POLB inh	Pol kappa inh	APE1 inh	BAZ2B block	POLI inh	Pol eta inh
N#Cc1ccccc1Sc1ccccc1C(=O)OCC(=O)NC1CCS(=O)(=O)C1 (stereo not given)	-12%[57.1 µM]	1%[59 µM]	-12%	-8%	-4%	6%	11%	-4%	-14%
O=C(CSc1nc(C2CC2)nc2ccccc12)Nc1cccc(O)c1	-16%	-8%[59 µM]	-6%	-23%	3%	60%[activator][12.4 µM]	2%	?	-21%
O=C(Nc1ccncc1)c1ccccc1[N+](=O)[O-]	-4%	-8%	-4%	5%	-3%	3%	1%	34%[activator]	-2%
CN1CCN(c2nc(-c3ccoc3)nc3ccccc23)CC1	.	8%[0.501 µM]	76%[activator]	.	2%[60.1 µM]	0%	.	.	.

Source: PubChem (National Center for Advancing Translational Sciences (NCATS))
